Bioassay records: PubChem, several laboratories
PrPC surface inh = reduces human prion protein on the cell surface; cell surface PrPC, TR-FRET read-out; inhibition, % at 13.8 µM; hit rate 0.43% among 370,000; AID 720596; in the data active = inhibition above about 24%; note: 0% = median of the test wells and 100% = reference compound wells
Yp Topo-I inh = inhibitors of Yersinia pestis topoisomerase I; Y. pestis Topo-I cleavage product accumulation, plate reader; activity, % at 10 µM; hit rate 0.064% among 360,000; in the data active = activity above about 50%, passing the limit was not always enough; inconclusive = no clear call, values can overlap the other calls; note: inactives centre near 2
BoNT A protease = blocks Botulinum neurotoxin A light chain protease; inhibition, % at 10 µM; hit rate 0.17% among 360,000; multiplex microsphere protease substrate cleavage, flow cytometry; AID 588499; note: plate controls were buffer without enzyme for full effect and enzyme alone for no effect
BoNT-F LC inh = BoNT F light chain protease inhibition; Multiplex microsphere protease cleavage assay, flow cytometry; inhibition, % at 10 µM; hit rate 0.22% among 360,000; in the data active = inhibition above about 35%, passing the limit was not always enough; inconclusive = no clear call, values can overlap the other calls; note: plate controls were buffer without enzyme for full effect and enzyme alone for no effect
PfHsp40 yeast = restores yeast growth despite PfHsp40 toxicity; growth rescue, % at 12.5 µM; AID 504582; hit rate 0.68% among 340,000; S. cerevisiae expressing PfHsp40, growth rescue, ATP luminescence; in the data active = growth rescue above about 28%, passing the limit was not always enough; inconclusive = no clear call, values can overlap the other calls;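 note: yeast W303a lacking pdr1 and pdr3 grown in galactose medium; growth measured after three days at 30 °C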
Anthrax LF inh2 = inhibitors of Bacillus anthracis lethal factor protease; P15917; multiplex microsphere protease cleavage assay, LF; inhibition, % at 10 µM; hit rate 0.12% among 360,000; note: plate controls were buffer without enzyme for full effect and enzyme alone for no effect
Target sequence (P15917 whole entry, looked up): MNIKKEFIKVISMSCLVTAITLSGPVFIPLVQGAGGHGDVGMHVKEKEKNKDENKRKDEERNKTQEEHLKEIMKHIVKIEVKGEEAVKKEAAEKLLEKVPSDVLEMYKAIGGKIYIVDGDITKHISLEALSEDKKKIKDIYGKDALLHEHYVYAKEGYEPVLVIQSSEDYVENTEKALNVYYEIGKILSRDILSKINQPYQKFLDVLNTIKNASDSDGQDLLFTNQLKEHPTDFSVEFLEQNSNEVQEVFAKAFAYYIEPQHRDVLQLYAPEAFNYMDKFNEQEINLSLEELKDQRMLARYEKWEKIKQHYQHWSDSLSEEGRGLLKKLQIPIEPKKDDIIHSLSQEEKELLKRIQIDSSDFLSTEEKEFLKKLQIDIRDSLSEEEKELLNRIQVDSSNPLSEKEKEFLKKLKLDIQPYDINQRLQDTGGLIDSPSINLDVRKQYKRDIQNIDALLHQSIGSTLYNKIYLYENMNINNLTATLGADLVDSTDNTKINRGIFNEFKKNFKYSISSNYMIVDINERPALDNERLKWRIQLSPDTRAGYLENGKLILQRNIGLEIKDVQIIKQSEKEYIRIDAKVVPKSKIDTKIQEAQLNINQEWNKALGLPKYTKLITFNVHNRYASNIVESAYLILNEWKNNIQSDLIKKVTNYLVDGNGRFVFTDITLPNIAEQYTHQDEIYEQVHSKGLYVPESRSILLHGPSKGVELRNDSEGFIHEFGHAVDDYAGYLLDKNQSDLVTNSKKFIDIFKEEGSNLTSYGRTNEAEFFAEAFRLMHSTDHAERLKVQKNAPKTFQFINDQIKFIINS
CCHFV vOTU inh = blocks the CCHF virus ovarian tumor domain protease; CCHFV vOTU protease, Pep-AMC fluorescence; inhibition, % at 11.5 µM; hit rate 0.55% among 370,000; in the data active = inhibition above about 30%; note: 0% = vehicle wells with enzyme and 100% = no enzyme wells
FadD28 binding = M. tuberculosis FadD28 bisubstrate binding inhibition | FadD28 bisubstrate probe binding, fluorescence polarization | inhibition, % at 12.5 µM | hit rate 0.22% among 360,000 | AID 588549; in the data active = inhibition above about 8.5%, passing the limit was not always enough; inconclusive = no clear call, values can overlap the other calls
TcdB GH inh = TcdB glycohydrolase inhibition; P18177; TcdB glycohydrolase enzymatic assay, plate reader; inhibition, % at 9.99 µM; hit rate 0.24% among 350,000; in the data active = inhibition above about 10%
Active calls of the source: *; ? = inconclusive; / = no result given; & = joins results of further samples. Cut-off read from the data, not from the text of the source, unless noted: active = inhibition above about 30%; inconclusive = no clear call, values can overlap the other calls; inactive = below that.

SMILES	PrPC surface inh	Yp Topo-I inh	BoNT A protease	BoNT-F LC inh	PfHsp40 yeast	Anthrax LF inh2	CCHFV vOTU inh	FadD28 binding	TcdB GH inh
Cc1csc(NC(=O)C(C)Oc2ccc(Cl)cc2C)n1 (stereo not given)	16.7	-4.8	-1.1	1.6	60.4*	-0.6	15.4	-3.5	1.9
O=C(c1ccc(Cl)c(S(=O)(=O)N2CCOCC2)c1)N1CCOCC1	5.3	3.1	-0.4	-3.8	-0.2	-4.2	12.7	-2.1	1.4
O=C(NNC(=O)C1CC1c1ccccc1)Nc1cccc(Cl)c1 (stereo not given)	2.4	1.8	-0.2	-1.7	-1.2	-1.2	-1.9	-23.6	/
O=[N+]([O-])c1ccc(-c2nc(Nc3ccc(O)cc3)c3ccccc3n2)cc1	-13.6	-39.2	-3.3	1.3	1.0	-7.2	19.4	-3.1	0.7
CN(C)C(=O)CCc1ccc2c3c([nH]c2c1)[C@]1(CCC2CCCC2)[C@@H](C(=O)N2CCOCC2)C[C@H](CC(=O)NCc2cccc(C(F)(F)F)c2)C(=O)N1CC3	-3.9	16.9	-0.4	-3.8	0.4	-4.1	-2.3	-2.1	1.6
COc1ccc(NC(=O)c2cc(-c3ccc4c(c3)OCO4)on2)cc1	3.8	0.1	-0.8	-8.9	-0.8	-10.2	-4.2	-1.2	0.1
Cc1c(N=NC2=C(O)CCCC2=O)c(=O)n(-c2ccccc2)n1C	2.8	-6.7	-2.7	-7.7	-2.3	-8.5	-1.2	-2.6	-4.3
N#C/C(=C\c1cccc([N+](=O)[O-])c1)C(=O)NCc1ccc(Cl)cc1	-1.2	-8.4	-2.0	-2.1	2.6	-1.3	2.1	-2.1	1.8
CCOC(=O)CC(N)c1cccc([N+](=O)[O-])c1 (stereo not given)	-8.6	0.3	-0.3	-3.4	-1.8	-0.7	-5.0	-2.8	-0.1
C[C@H](CO)N1C[C@H](C)[C@@H](CN(C)Cc2ccncc2)Oc2c(NC(=O)c3ccncc3)cccc2C1=O	3.8	-5.8	-0.8	-6.3	0.0	-4.5	5.2	1.7	-0.3&0.9
Cc1ccc(Cl)cc1NC(=O)COC(=O)Cn1cnc2c1c(=O)n(C)c(=O)n2C	-1.6	1.2	-0.5	-1.0	-0.4	-4.7	-7.8	-3.0	0.8
CN(CCc1ccccc1)C(=O)c1ccc(NC(=O)Cc2ccc(NC(=O)C3CCN(C(=O)c4ccccc4)CC3)cc2)cc1	7.3	25.8	0.8	3.2	0.8	2.1	4.7	-5.1	1.6
Cc1cc(C)c2nc(-c3ccccn3)cc(C(=O)Nn3cnnc3)c2c1	-2.9	-0.1	3.6	-9.4	-0.5	2.5	7.9	-1.9	4.8
O=C(CCc1nnc2ccc(NCc3ccco3)nn12)Nc1cc(F)ccc1F	-4.4	13.6	0.4	3.7	-0.8	-1.0	16.3	-1.2	0.8
CC1(C(=O)NCCc2c[nH]c3ccccc23)C=CC2(CCCCC2)N1C(=O)c1ccccc1 (stereo not given)	/	8.9	-0.6	-6.6	1.9	-8.6	/	-2.5	/
COc1cc(C(c2sc3nc(C)nn3c2O)N2CCc3ccccc3C2)cc(OC)c1OC (stereo not given)	1.1	9.0	0.1	11.7	-1.6	-5.0	-2.6	-2.3	0.3
O=S1(=O)CCC(NC(=S)SCc2ccccc2Br)C1 (stereo not given)	2.1	20.2	-0.8	-9.5	-2.1	-6.2	4.8	-2.0	2.0
N#CC1=C(N)Oc2cc(N)ccc2C1c1cccc(F)c1 (stereo not given)	7.7	1.4	-3.5	27.3	0.7	-2.6	2.0	-0.3	-9.2
COc1ccc2nc(NC(=O)C3CCCN(S(=O)(=O)c4cccc5nsnc45)C3)sc2c1 (stereo not given)	-6.5	0.6	1.1	-17.4	15.0	-2.9	10.7	-0.8	/
COC(=O)c1ccc(OCC(O)CN2C(=O)NC(C)(C)C2=O)cc1 (stereo not given)	-8.1	-0.3	-0.3	2.4	-1.6	-1.5	8.6	-1.3	/
CC(=O)Nc1cc(-c2ccc(N3CCN(C)CC3)cc2)cn2c(-c3ccc(F)cc3)cnc12	6.1	-0.1	0.1	-13.3	/	-2.8	9.7	1.2	-3.4
O=C(CN1CSCC1=O)N1CCN(S(=O)(=O)c2ccc(Cl)cc2)CC1	11.0	-7.8	-0.7	-3.3	-0.3	2.2	-8.3	0.3	1.0
CCN(CC)c1ccc(C(=O)NN)cc1	9.8	3.9	-0.4	-6.7	1.3	-2.2	-12.4	0.8	-6.0
COc1cccc(/C=N/n2c(C)nc3ccccc3c2=O)c1O	4.3	8.9	-0.3	6.0	0.3	-1.5	-6.5	0.4	/
Cc1cccc(C(=O)NNC(=O)c2c(-c3ccccc3Cl)noc2C)c1O	-6.8	-2.9	-3.0	5.9	1.4	-1.8	-0.2	-1.1	0.6
Cc1cc(C)nc(NS(=O)(=O)c2ccc(NC(=O)c3cccc(N4C(=O)CCC4=O)c3)cc2)n1	5.7	-0.4	-0.1	6.3	0.1	-1.9	-3.3	-1.1	/
C[C@@H]1CN([C@@H](C)CO)C(=O)c2cc(NC(=O)Nc3ccc4c(c3)OCO4)ccc2O[C@H]1CN(C)S(=O)(=O)c1cn(C)cn1	3.9	4.9	0.1	-0.1	0.0	0.0	-4.2	1.0	-2.1&1.4
CC(NC(=O)C(Cc1ccccc1)N1C(=O)C2C3CCC(C3)C2C1=O)c1ccccc1 (stereo not given)	7.0	3.0	5.8	4.6	-1.6	-24.2	4.9	-5.2	/
Cc1sc2nc(SCC(=O)N3CCN(CCO)CC3)n(-c3ccccc3)c(=O)c2c1C	-4.2	-0.3	-0.6	-7.7	0.3	0.8	8.9	-2.7	0.8
CC1CCCCN1CCCNc1ccc(C(CC(N)=O)NC(=O)c2ccccc2)cc1[N+](=O)[O-] (stereo not given)	-10.2	0.4	0.3	0.5	-1.8	-8.6	4.1	-4.0	1.7
O=C(NCCC1=CCCCC1)NC12CC3CC(CC(C3)C1)C2	-1.6	9.8	-0.7	15.5	3.3	-2.6	-2.0	-4.0	/
COc1ccc(CCn2c(C(C)C)nc3c(c(=O)c4ccccc4n3C)c2=O)cc1	/	6.7	0.1	-8.2	0.6	-3.3	/	-0.1	/
C=CCOc1cccc(C2/C(=C(/O)c3ccc4c(c3)CC(C)O4)C(=O)C(=O)N2CCN2CCOCC2)c1 (stereo not given)	-2.3	10.6	-3.2	-1.9	-0.1	0.0	-1.8	-1.9	1.4
C=CCn1c(SCC(=O)NCC2CCCO2)nnc1-c1ccncc1 (stereo not given)	7.7	-6.9	/	/	0.4	/	11.9	-1.8	-10.3
S=c1[nH]nc(-c2ccncc2)n1/N=C/c1cn(-c2ccccc2)nc1-c1ccc(Cl)cc1	7.2	-3.1	-6.7	?	/	-8.5	-5.1	0.0	0.3
CCN(C[C@H]1N[C@@](CC)(C(=O)OC)[C@H]2C(=O)N(C)C(=O)[C@@H]12)S(=O)(=O)c1ccc(OC)cc1	-1.9	6.5	-0.3	-4.8	-0.1	-4.4	-1.6	-0.3	0.4
CN(C)C=NC(=O)c1cc(C(=O)c2ccccc2Cl)c[nH]1	-0.9	-5.3	-0.1	-4.0	-0.4	-0.5	-2.3	0.0	1.2
COc1ccc(Br)cc1C(=O)Nc1cccc(C)c1C	-0.7	-6.4	-1.5	-9.1	0.7	-8.4	13.1	-0.7	5.9
COCCCN(C(=O)c1cccnc1SC)c1c(N)n(Cc2ccccc2)c(=O)[nH]c1=O	1.1	4.7	-0.8	-5.6	0.7	2.6	28.7	-2.3	/
O=C(CN(c1ccc(F)cc1)S(=O)(=O)c1ccc2c(c1)OCCO2)Nc1cccnc1	4.2	4.0	0.0	1.1	-0.9	-0.8	7.9	-3.8	/

A different layout for some results above.
SMILES | PrPC surface inh | Yp Topo-I inh | BoNT A protease | BoNT-F LC inh | PfHsp40 yeast | Anthrax LF inh2 | CCHFV vOTU inh | FadD28 binding | TcdB GH inh
C=CCn1c(SCC(=O)NCC2CCCO2)nnc1-c1ccncc1 (stereo not given) | 7.7 | -6.9 | / | / | 0.4 | / | 11.9 | -1.8 | -10.3
Cc1sc2nc(SCC(=O)N3CCN(CCO)CC3)n(-c3ccccc3)c(=O)c2c1C | -4.2 | -0.3 | -0.6 | -7.7 | 0.3 | 0.8 | 8.9 | -2.7 | 0.8
CN(C)C=NC(=O)c1cc(C(=O)c2ccccc2Cl)c[nH]1 | -0.9 | -5.3 | -0.1 | -4.0 | -0.4 | -0.5 | -2.3 | 0.0 | 1.2

Entries of single compounds as entered above. Order of values: PrPC surface inh, Yp Topo-I inh, BoNT A protease, BoNT-F LC inh, PfHsp40 yeast, Anthrax LF inh2, CCHFV vOTU inh, FadD28 binding, TcdB GH inh
O=C(CN1CSCC1=O)N1CCN(S(=O)(=O)c2ccc(Cl)cc2)CC1 as listed: 11.0, -7.8, -0.7, -3.3, -0.3, 2.2, -8.3, 0.3, 1.0
C=CCOc1cccc(C2/C(=C(/O)c3ccc4c(c3)CC(C)O4)C(=O)C(=O)N2CCN2CCOCC2)c1 (stereo not given) as listed: -2.3, 10.6, -3.2, -1.9, -0.1, 0.0, -1.8, -1.9, 1.4
CC1CCCCN1CCCNc1ccc(C(CC(N)=O)NC(=O)c2ccccc2)cc1[N+](=O)[O-] (stereo not given) as listed: -10.2, 0.4, 0.3, 0.5, -1.8, -8.6, 4.1, -4.0, 1.7
C=CCn1c(SCC(=O)NCC2CCCO2)nnc1-c1ccncc1 (stereo not given) as listed: 7.7, -6.9, /, /, 0.4, /, 11.9, -1.8, -10.3
Cc1cccc(C(=O)NNC(=O)c2c(-c3ccccc3Cl)noc2C)c1O as listed: -6.8, -2.9, -3.0, 5.9, 1.4, -1.8, -0.2, -1.1, 0.6

Further structures.
SMILES	PrPC surface inh	Yp Topo-I inh	BoNT A protease	BoNT-F LC inh	PfHsp40 yeast	Anthrax LF inh2	CCHFV vOTU inh	FadD28 binding	TcdB GH inh
Nc1nc2nn(-c3ccccc3)nc2c(=O)[nH]1	4.4	2.3	-2.3	-4.3	-1.8	3.1	-91.0	/	1.6
CCOC(=O)C1CCCCN1Cc1ccccc1C(F)(F)F (stereo not given)	4.0	3.5	5.1	4.2	-0.3	-3.6	-11.3	-4.8	/
C/C(Cl)=C/CSc1nnc2n(N)c(=O)c3ccccc3n12	-2.4	3.1	0.4	-1.5	-0.3	-2.8	5.2	1.1	/
O=C1[C@H]2[C@@H](C(=O)N1c1cc(Cl)cc(Cl)c1)[C@]1(C(=O)Nc3ccccc31)N1CCC[C@@H]21	6.3	14.8	-0.4	-1.0	0.1	-2.4	-1.1	-5.2	/
O=C(CC1C(=O)NCCN1Cc1cccc(Oc2ccccc2)c1)NCCc1ccncc1 (stereo not given)	5.3	7.2	-0.9	2.4	-1.3	-6.0	-0.8	-5.5	0.6
CC1(NC(=O)N2CCOCC2)CCS(=O)(=O)C1 (stereo not given)	-1.9	-14.5	0.4	6.3	-0.4	-1.0	6.1	-1.6	-0.5

Not a hit list. Share with any hit: about 2.3%.
